Screening results: PubChem, several laboratories
Wnt act: activates Wnt/beta-catenin signaling in a reporter cell assay | activator, plate reader | activation, % at 9.35 µM | actives 1.2% (n = 300,000); in the data active = activation above about 30%, passing the limit was not always enough; inconclusive = no clear call, values can overlap the other calls;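 note: 0% = neutral control wells and 100% = positive control wells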
Arr AP2 block: human beta-arrestin and AP2 interaction inhibition | FITC-arrestin peptide / GST-AP2 beads, flow cytometry; AP2 beta2 appendage carries R879A mutation | inhibition, % at 10 µM | actives 0.31% (n = 340,000) | AID 504490;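 active = inhibition above a set limit, near 3 SD of compounds lacking own fluorescence, cut at about 54% in these data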;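 note: plate controls were DMSO wells for no effect and 5 µM unlabelled arrestin peptide for full effect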
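test system = AP2 appendage R879A on GSH beads | buffer or medium = PBS plus Tween 20 (0.05%) and BSA (0.1%) | incubation = 12 min plus 1 h, RT | detection = bead flow cytometry, FITC channel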
cardiac RTF act: cardiac RTF calcium sensitization; IANBD-labeled TnC RTF fluorescence at EC20 calcium; 0% EC20 calcium, 100% full calcium; actives 0.24% (n = 340,000); activation, % at 7.2 µM; P19429+P45379;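 active = activation above the mean over all tested compounds plus 3 SD, cut at about 30% in these data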;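 note: rise in fluorescence read as greater calcium sensitivity of cardiac thin filaments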
Keap1 Nrf2 FP: inhibitors of human Keap1-Nrf2 protein-protein interaction; Keap1 Kelch-Nrf2 peptide fluorescence polarization, 1536-well; inhibition, % at 9.4 µM; actives 0.15% (n = 340,000); AID 504523; in the data active = inhibition above about 12%; inconclusive = no clear call, values can overlap the other calls; inactive = below about 7.3%;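 note: human Keap1 Kelch domain with fluorescein labeled Nrf2 9mer peptide probe; 0% = neutral control wells and 100% = peptide positive control; higher means more block of Keap1 binding to Nrf2 peptide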
Target sequence (Q14145 whole entry, looked up, the tested form may be a part): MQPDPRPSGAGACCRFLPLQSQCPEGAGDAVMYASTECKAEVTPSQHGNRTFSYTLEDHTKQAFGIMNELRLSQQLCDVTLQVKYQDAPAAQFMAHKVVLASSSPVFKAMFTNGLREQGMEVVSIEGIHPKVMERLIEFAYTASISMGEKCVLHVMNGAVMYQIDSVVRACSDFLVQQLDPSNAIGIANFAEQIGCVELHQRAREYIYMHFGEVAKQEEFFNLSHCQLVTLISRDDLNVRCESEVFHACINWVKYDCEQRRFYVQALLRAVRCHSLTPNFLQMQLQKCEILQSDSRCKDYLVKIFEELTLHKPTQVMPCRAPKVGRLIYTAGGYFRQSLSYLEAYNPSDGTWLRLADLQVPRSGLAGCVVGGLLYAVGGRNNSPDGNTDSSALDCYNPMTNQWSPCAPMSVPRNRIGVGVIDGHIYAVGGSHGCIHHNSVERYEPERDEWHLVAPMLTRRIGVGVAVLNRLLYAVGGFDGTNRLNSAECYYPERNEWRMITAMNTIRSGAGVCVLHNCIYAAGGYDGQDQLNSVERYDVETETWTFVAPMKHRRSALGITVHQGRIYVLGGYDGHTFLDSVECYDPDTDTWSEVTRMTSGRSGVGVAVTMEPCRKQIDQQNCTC
MOR-DOR inv ag: mu-delta opioid heterodimer inverse agonism; P35372+P41143; cell-based MOR-DOR heterodimer luminescence; inhibition, % at 9.3 µM; actives 0.21% (n = 340,000); AID 504357; in the data active = inhibition above about 22%, passing the limit was not always enough;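 note: 0% = cells with DMSO and 100% = wells without cells with DMSO; values of inactives mirror those of a sister screen read the other way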
OPRM1-OPRD1 ag: OPRM1-OPRD1 heterodimerization agonism | P35372+P41143 | activation, % at 9.3 µM | actives 0.3% (n = 340,000) | cells, luminescence; in the data active = activation above about 18%;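 note: 0% = vehicle-treated cells and 100% = reference agonist; values of inactives mirror those of a sister screen read the other way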
Cardiac RTF inh: cardiac RTF calcium desensitization; P19429+P45379; IANBD-labeled cardiac RTF, Ca2+ fluorescence; AID 493244; inhibition, % at 7.15 µM; actives 0.12% (n = 340,000);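 active = inhibition above the mean inhibition of all tested compounds plus 3 SD, cut at about 17% in these data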;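 note: assay run at fixed EC70 calcium of 1.6 mM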
Pemphigus Ab inh: inhibitors of pemphigus antibody binding to human desmoglein-3. actives 0.48% (n = 310,000). AID 588358. DSG3-coupled beads, scFv-anti-DSG3-GFP binding, flow cytometry; stronger effect = lower value. binding (percent of control), % at 10 µM. P32926;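 active = binding more than 3 SD below its plate's average and above zero; inconclusive = below that plate limit but binding exactly zero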;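 note: hits lower antibody fragment binding to DSG3; some compounds called inactive have numbers as strong as hits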
LANA DNA inh: blocks KSHV LANA C-terminal domain binding to DNA | MBP-C-LANA/FAM-LBS DNA binding, fluorescence polarization | AID 504423 | actives 0.078% (n = 340,000) | inhibition, % at 9 µM;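 active = highest replicate inhibition at or above 60% at 9 µM, even if other replicates fall short; inactive = all replicates below 60% inhibition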;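 note: 0% = neutral control wells and 100% = 4 µM acridine orange control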
V-ATPase pH: regulators of yeast V-ATPase proton transport. S. cerevisiae, pHLuorin cytosolic pH fluorescence. response, % at 10 µM. actives 0.37% (n = 350,000); in the data active = response mostly above about 7.3%, no sharp cut-off; inactive = mostly below about 5.4%; note: actives read high; inactives centre near 0; some compounds called inactive have numbers as strong as hits; reference of the scale not given here
* = called active by the depositor; ? = inconclusive; . = not tested or not shown.

SMILES	Wnt act	Arr AP2 block	cardiac RTF act	Keap1 Nrf2 FP	MOR-DOR inv ag	OPRM1-OPRD1 ag	Cardiac RTF inh	Pemphigus Ab inh	LANA DNA inh	V-ATPase pH
CCc1ccc(N(CC(=O)Nc2ccc(OC)cc2OC)S(C)(=O)=O)cc1	3	-9	-3	1	11	-2.2	-6	102	-0.4	-1
CC1CCc2[nH]c3ccc(C(=O)N(C)CC(=O)Nc4ccc(F)cc4)cc3c2C1 (centres undefined)	-2	-18	-3	0	9	-1.7	-4	102	-0.6	-1
CCOc1ccc(NC(=O)CSc2nnc(Cn3c(=O)sc4ccccc43)n2C)cc1	-1	9	10	-6	2	-0.4	3	106	-1.3	-5
CC(C)Oc1ccc(C(CC(=O)O)NC(=O)Cc2ccc(Cl)cc2)cc1 (centres undefined)	1	5	0	-8	3	-0.6	0	91	-0.8	3
CC1CN(CCOc2cccc(Oc3ccccc3)c2)CC(C)O1 (centres undefined)	-5	23	4	-6	-19	3.4	-16	104	-0.7	1
Cc1cc(-c2nnc(SCC(=O)Nc3ccc(F)c(F)c3)n2N)n[nH]1	0	-8	-2	-2	20	-3.8	0	81	1.1	3
COc1cccc(NC(=O)COc2ccc(C(=O)N3CCN(C)CC3)cc2)c1	1	18	6	3	1	-0.1	-8	.	1.1	-2
CC1CCN(c2ccc([N+](=O)[O-])cc2C(N)=O)CC1	0	7	2	-2	12	-2.4	-4	103	-0.2	0
COc1ccc([C@@H]2[C@@H]3C(=O)N(C(C)(C)C)C(=O)[C@@H]3[C@]3(C)C(=O)N(c4cccc(C)c4)C(=O)N23)cc1	-3	1	-1	2	13	-2.4	4	106	0.3	0
CCn1nc(C(=O)NCc2nnc3ccccn23)c2ccccc2c1=O	-1	2	12	-12	-2	0.2	-5	102	-1.8	0
COc1ccc(C(=O)COC(=O)c2cncc(Br)c2)cc1	-4	-7	0	-1	10	-1.9	3	99	-2.1	-4
COc1cc(C(=O)O/N=C2/C=C(C)C(=O)C=C2C)cc(OC)c1OC	9	-3	-1	-14	7	-1.4	-3	91	0.7	-1
COc1cc(NC(=O)C2CC2)c(C(=O)O)cc1OC	2	19	0	-3	3	-0.6	-6	98	1.8	0
COc1ccc(CNc2nc(-c3ccccc3)nn2C(=O)c2cccs2)cc1	.	9	0	0	-6	1.0	-4	100	-0.1	8
CCn1c(COc2ccc(C)cc2)nc2ccccc21	?	1	0	0	6	-1.3	-21	102	0.5	-1
CCN(C(=O)COC(=O)/C(C#N)=C/c1cc(C)n(CCOC)c1C)c1c(N)n(Cc2ccccc2)c(=O)[nH]c1=O	-2	0	-3	-9	17	-4.4	-12	.	0.0	5
O=C(CCS(=O)(=O)Cc1ccccc1)Nc1nncs1	-1	9	-1	-3	-20	2.6	4	.	0.2	2
COc1cnc(SC)nc1Nc1ccc(C#N)cc1	3	-6	-10	4	10	-2.0	-3	80	-0.8	-4
COc1ccc(C(=O)Cn2c(NCCCO)nc3ccccc32)cc1OC	-1	-12	1	0	15	-3.3	-6	99	0.3	0
CCOc1ccc(S(=O)(=O)Nc2ccc3c(c2)n(C)c(=O)n3C)cc1	0	8	-5	-4	-3	0.5	4	104	0.1	0
CCC(C)NC(=O)C1CCCN(C(=O)Nc2ccc(F)cc2)C1 (centres undefined)	.	6	-4	-4	8	-1.7	-4	98	2.0	1
CCOc1ccc(NC(=O)c2cccc(OC(=S)N3CCC(C)CC3)c2)cc1	.	6	-7	-3	-12	1.9	-1	.	-4.5	-1
Cc1ccc(NC(=O)CCC(=O)NNC(=O)COc2ccc([N+](=O)[O-])cc2)c(C)c1	-1	-1	1	-2	1	-0.3	11	111	-0.3	-2
COc1ccc(N2C(=O)CCC(C(=O)N3CCCCC3)C2c2ccc(F)cc2)cc1 (centres undefined)	-2	-1	-2	-2	17	-4.0	-7	.	0.2	-6
C=CCNc1nc(NC(C)(C)CO)nc(OCC)n1	.	9	-3	1	16	-3.2	-3	99	-1.1	0

An excerpt from above, limited to Keap1 Nrf2 FP and OPRM1-OPRD1 ag:
| SMILES | Keap1 Nrf2 FP | OPRM1-OPRD1 ag |
| --- | --- | --- |
| CCOc1ccc(S(=O)(=O)Nc2ccc3c(c2)n(C)c(=O)n3C)cc1 | -4 | 0.5 |
| COc1cnc(SC)nc1Nc1ccc(C#N)cc1 | 4 | -2.0 |
| COc1ccc(CNc2nc(-c3ccccc3)nn2C(=O)c2cccs2)cc1 | 0 | 1.0 |
| COc1cc(C(=O)O/N=C2/C=C(C)C(=O)C=C2C)cc(OC)c1OC | -14 | -1.4 |
| CCN(C(=O)COC(=O)/C(C#N)=C/c1cc(C)n(CCOC)c1C)c1c(N)n(Cc2ccccc2)c(=O)[nH]c1=O | -9 | -4.4 |

Of the compounds above, these contain two or more sulfur atoms:
SMILES	Wnt act	Arr AP2 block	cardiac RTF act	Keap1 Nrf2 FP	MOR-DOR inv ag	OPRM1-OPRD1 ag	Cardiac RTF inh	Pemphigus Ab inh	LANA DNA inh	V-ATPase pH
CCOc1ccc(NC(=O)CSc2nnc(Cn3c(=O)sc4ccccc43)n2C)cc1	-1	9	10	-6	2	-0.4	3	106	-1.3	-5
O=C(CCS(=O)(=O)Cc1ccccc1)Nc1nncs1	-1	9	-1	-3	-20	2.6	4	.	0.2	2

(continued)
SMILES	Wnt act	Arr AP2 block	cardiac RTF act	Keap1 Nrf2 FP	MOR-DOR inv ag	OPRM1-OPRD1 ag	Cardiac RTF inh	Pemphigus Ab inh	LANA DNA inh	V-ATPase pH
O=C(O)c1ccc2c(=O)n(-c3ccccc3F)c(=S)[nH]c2c1	-1	5	-6	4	12	-2.6	-5	104	-3.8	1
CS(=O)(=O)N(CC(=O)Nc1c(F)cccc1F)Cc1ccccc1	8	5	-8	1	9	-1.9	-7	104	3.0	-1
COc1ccc(S(=O)(=O)Nc2cc3c4c(c2)CCC(=O)N4CCC3)cc1C	-3	-13	0	-3	2	-0.3	-1	106	-0.4	0
COc1ccccc1C(=O)Nc1ccc2c(c1)C(=O)NC2=O	1	0	-7	-2	15	-2.9	-1	100	0.2	-2
Cc1ccc(Nc2nc(N3CCOCC3)nc(N3CCOCC3)n2)cc1Cl	2	11	-4	2	13	-2.5	-9	122	0.0	5
Cc1nnc2ccc(N3CCN(c4ccccn4)CC3)nn12	0	-2	1	-3	0	-0.1	-7	101	0.5	6
COc1ccccc1NC(=O)CSC1=NCCN1	.	-21	4	-4	-2	0.3	2	104	1.6	-1
O/N=C1\CCCCc2ccccc21	.	27	-2	-5	3	-0.5	3	100	0.6	-2
COC(=O)COc1nc(C)c2c(c1C#N)CC(C)(C)OC2	.	0	1	-3	1	-0.2	-4	104	-0.1	13
Nc1ccc(SCC(=O)Nc2cccc([N+](=O)[O-])c2)cc1	1	26	-3	-3	16	-3.5	8	.	0.3	-3
COc1ccc(C(=O)OCC(=O)NC2CC2)cc1OC	-5	9	-1	-6	5	-1.3	-2	108	2.0	3
C=CCn1c(=O)[nH]c(=O)c2c(N)c(C(=O)c3ccc(OC)cc3)sc21	-3	26	-1	-1	12	-2.3	8	103	3.0	-2
Cc1ccc(NC(=O)CNc2ccc(OC(C)C)cc2)c(C)c1	-1	16	2	0	1	-0.2	-4	99	-1.5	-2
CCOC(=O)N/N=C/c1cccc(Cl)c1Cl	.	8	5	8	7	-1.4	-5	104	-0.1	2
CCOC(=O)c1c(NC(=O)C(F)(OC)C(F)(F)F)sc(C(=O)N2CCCCC2)c1C (centres undefined)	-5	-5	-1	-4	-2	0.4	-8	.	-0.8	1
CN(C)/C=N/c1ncc(C(=O)c2ccc(-c3ccccc3)cc2)s1	-1	-3	5	-4	-17	3.8	-6	.	0.4	7
CCCS(=O)(=O)N1CCC(C(=O)Oc2ccc(OC)cc2)CC1	0	2	2	-1	8	-1.7	-6	95	-0.9	-1
O=S1(=O)CCN(Cc2ccc(Cl)c(Cl)c2)CC1	-1	26	-3	-3	9	-2.0	-2	.	-1.4	2
CC(=O)NC1CC2CCCC(C1)N2C(=O)Nc1cccc(C)c1 (centres undefined)	1	3	1	4	12	-2.5	2	117	0.8	-1
CN(Cc1ccc(OCC(O)CN(C)Cc2ccccc2)cc1)Cc1nccn1C (centres undefined)	-3	33	-2	-1	6	-1.2	2	102	-0.2	6
C=CCN1C(c2ccc(Br)cc2)=CS/C1=C(/C#N)c1nnc(N2CCOCC2)n1-c1ccccc1	-18	3	3	-4	22	-4.3	3	90	1.4	-2
Cc1ccc(-c2noc(CN3CCN(C(c4ccccc4)c4ccccc4)CC3)n2)cc1	-2	-8	1	-1	9	-1.9	-9	.	-0.2	1
CN(C)S(=O)(=O)c1ccc(N2CCCC2)c(C(=O)NC2CCC(O)CC2)c1 (centres undefined)	2	-7	-6	-1	9	-1.8	-1	99	0.4	-1
CC(C)(C)NC(=O)/C=C/c1cccc(C(F)(F)F)c1	19	-12	-3	-3	21	-3.9	-2	126	1.3	-1
CC1CCC(NC(=O)c2cnccn2)CC1 (centres undefined)	.	-11	-2	-3	6	-1.1	-5	97	2.5	0
Nc1nc(-c2ccccc2)nc2sc3c(c12)CCCC3	.	65*	-2	-3	-26	4.6	2	101	3.0	3
COc1ccc(OC)c(/C=N/N=C2\SCC(=O)N2Cc2ccco2)c1	-2	-9	-3	-3	-1	0.3	-8	103	-0.4	-1
COC(=O)c1csc2c(C(F)(F)F)cc(N3CCN(C(=O)Nc4ccccc4)CC3)nc12	0	-1	13	-4	7	-1.4	-9	91	0.0	-25
Cc1ccccc1-c1nnc(SCC(=O)Nc2cccc(C)c2C)o1	.	-3	-2	-1	8	-1.6	-3	113	0.1	4
CC1CCCCN1C(=O)C12CCC(C)(C(=O)C1)C2(C)C (centres undefined)	-2	11	3	0	5	-0.9	15	99	-1.5	-3

Compound profiles, from the list above. Order of screens: Wnt act	Arr AP2 block	cardiac RTF act	Keap1 Nrf2 FP	MOR-DOR inv ag	OPRM1-OPRD1 ag	Cardiac RTF inh	Pemphigus Ab inh	LANA DNA inh	V-ATPase pH
`COc1ccc([C@@H]2[C@@H]3C(=O)N(C(C)(C)C)C(=O)[C@@H]3[C@]3(C)C(=O)N(c4cccc(C)c4)C(=O)N23)cc1` as listed: -3	1	-1	2	13	-2.4	4	106	0.3	0
`Cc1ccc(NC(=O)CCC(=O)NNC(=O)COc2ccc([N+](=O)[O-])cc2)c(C)c1` as listed: -1	-1	1	-2	1	-0.3	11	111	-0.3	-2
